# TRHR agonist = agonists of human TRH receptor | activation, % at 2 µM | actives 0.18% (n = 360,000) | P34981 | TRHR cells, calcium flux fluo-8, FDSS agonist mode; in the data active = activation above about 30%; also: 0% is about no effect
#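 Agonist-mode FDSS calcium read (Ex 480/Em 530, 1 s cycles) in 1536-well TRHR cells with fluo-8 dye, after 10-cycle baseline and 23 nL compound addition; TRH at EC20 (10 nM final) added afterwards for the enhancer phase.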
# RXFP1 antag = blocks the human relaxin receptor RXFP1 | HEK293-RXFP1, relaxin-stimulated cAMP HTRF, 30 min; hits give low values | Q9HBX9 | actives 0.59% (n = 350,000) | activity change, negative = inhibition, % at 57.5 µM;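 active = activity change of -60% or lower, but not beyond a set lower limit; inconclusive = change between -60% and -40%, or beyond the set limit; inactive = change above -40%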; also: % is scaled to controls: 0 for no effect and ±100 for the full control effect
# Target sequence (Q9HBX9 whole entry, looked up): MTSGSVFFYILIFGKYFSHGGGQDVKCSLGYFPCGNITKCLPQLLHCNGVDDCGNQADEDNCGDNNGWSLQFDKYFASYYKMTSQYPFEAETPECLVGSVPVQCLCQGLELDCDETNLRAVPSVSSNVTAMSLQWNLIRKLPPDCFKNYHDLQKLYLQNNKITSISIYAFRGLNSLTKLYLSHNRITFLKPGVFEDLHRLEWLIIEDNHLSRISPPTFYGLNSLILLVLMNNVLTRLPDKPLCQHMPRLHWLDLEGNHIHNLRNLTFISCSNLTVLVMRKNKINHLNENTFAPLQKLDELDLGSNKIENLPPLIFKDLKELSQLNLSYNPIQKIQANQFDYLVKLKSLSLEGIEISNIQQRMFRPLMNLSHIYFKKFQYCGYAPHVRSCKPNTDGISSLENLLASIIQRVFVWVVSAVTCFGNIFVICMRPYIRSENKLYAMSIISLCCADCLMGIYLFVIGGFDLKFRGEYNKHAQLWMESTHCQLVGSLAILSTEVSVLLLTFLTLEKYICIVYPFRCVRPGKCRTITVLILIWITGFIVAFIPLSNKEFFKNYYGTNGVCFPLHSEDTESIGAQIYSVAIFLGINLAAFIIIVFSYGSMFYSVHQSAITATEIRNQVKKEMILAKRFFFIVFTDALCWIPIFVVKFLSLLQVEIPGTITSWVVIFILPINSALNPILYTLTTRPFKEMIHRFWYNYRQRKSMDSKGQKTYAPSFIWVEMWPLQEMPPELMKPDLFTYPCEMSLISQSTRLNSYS
# D1 PAM = human D1 dopamine receptor positive modulation; P21728; HEK293 TREx D1 cells, calcium flux, dopamine EC20 potentiation; potentiation, % at 10 µM; actives 0.036% (n = 360,000); AID 504651; in the data active = potentiation above about 30%; also: 0% is about no effect
# D1 antag = blocks dopamine activation of the human D1 receptor; actives 3.2% (n = 360,000); activity change, negative = inhibition, % at 10 µM; HEK293 TREx D1 cells, calcium flux, dopamine EC80; hits give low values; AID 504652; in the data active = activity change below about -30%; also: % is scaled to controls: 0 for no effect and ±100 for the full control effect
#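 Using tetracycline-induced force-coupled D1 Hek293 cells and a calcium dye, signals were followed for 180 s after compound, then for 180 s after EC80 dopamine, to detect inhibitors.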
# TRHR enhancer = TRH receptor (human) allosteric enhancement; P34981; AID 493056; TRHR cells, fluo-8 calcium fluorescence, EC20 TRH enhancement; actives 0.66% (n = 360,000); enhancement, % at 2 µM; in the data active = enhancement above about 30%; also: 0% is about no effect
#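 Enhancer read-out: after compound pinning and an initial kinetic agonist-mode read, an EC20 of TRH (10 nM final) was injected and fluo-8 calcium signal (Ex 480/Em 530) followed at 1 s/cycle for 100 cycles in TRHR-expressing cells.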
# D2 PAM = positively modulates the human D2 dopamine receptor allosterically. P14416. HEK293 T-REx D2, calcium flux, EC20 dopamine potentiation. potentiation, % at 10 µM. actives 0.34% (n = 340,000);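 active = potentiation over 3 SD above the plate norm, cut at about 30% in these data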; also: 0% is about no effect
#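 Tetracycline-induced HEK293 T-REx cells force-coupled to calcium signalling expressed D2; compounds were pin-added after a 10 s baseline, read kinetically 180 s, then an EC20 dopamine challenge followed with a further 180 s calcium read.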
# RXFP1 ag = RXFP1 (human) receptor agonism; Q9HBX9; HEK293T-RXFP1 cAMP TR-FRET, 30 min; response scale: percent of porcine relaxin response, buffer zero; Potency, µM (doses to about 57.5 µM), inactives show at the top dose activation, actives largely listed as activators; actives 0.3% (n = 370,000); also: potency is read from the fitted curve at half-maximal effect; % is scaled to controls: 0 for no effect and ±100 for the full control effect; nearly all actives have a fitted effect of over 60% in size; many of its hits are not listed in these tables
#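 Agonist response is measured as cAMP accumulation in an RXFP1-transfected HEK293T line under PDE4 inhibition. Values are scaled between buffer-only and 29 nM porcine relaxin, and EC50s come from standard Hill equation fits.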
# D1 ag = activates the human D1 dopamine receptor; activation, % at 2 µM; HEK293 T-REx D1 cells, calcium flux, agonist mode; actives 1% (n = 360,000); AID 504660; in the data active = activation above about 30%; also: 0% is about no effect
#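 Tetracycline-induced HEK293 TREx D1 cells, force-coupled to calcium signalling, were dye-loaded with a no-wash calcium kit. Compound was pin-added after a 10 s baseline. Fluorescence was read kinetically at 1 cycle/s for 180 s, with calcium rises flagged as agonism.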
# Anesthetic bind = candidate novel general anesthetic via apoferritin binding; apoferritin/1-aminoanthracene competitive binding, fluorescence; Potency, µM (highest dose often 77.5 µM), for inactives: at the highest dose activity change, negative = displacement, hits mostly inhibitors; AID 485281; actives 0.074% (n = 350,000); also: potency is read from the fitted curve at half-maximal effect; % is scaled to controls: 0 for no effect and ±100 for the full control effect; nearly all actives have a fitted effect of over 20% in size
# Target sequence (P02791 2-175 limits assumed): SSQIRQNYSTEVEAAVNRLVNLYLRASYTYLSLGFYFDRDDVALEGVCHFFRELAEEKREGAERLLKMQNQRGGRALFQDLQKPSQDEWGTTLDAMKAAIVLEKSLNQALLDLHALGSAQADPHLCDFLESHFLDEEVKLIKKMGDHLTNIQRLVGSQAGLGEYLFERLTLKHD
#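 10 uM apoferritin + 50% sat. 1-AMA, PBS; cpd 10 min RT; Ex380/Em535 endpoint; normalized to free probe vs complex; 4-param Hill fit; propofol titration as pos. ctrl.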
# * = called active by the depositor; ? = inconclusive; nt = no result given; [ ] = another dose, or the depositor's remark. Unless noted, calls follow the shape of the dose curve; as a rule, active = well fitted curve in the direction sought with a large enough effect; inconclusive = small, poorly fitted or top-dose-only effect, or another doubt; inactive = no such curve, though single readings can be large; an effect the other way counts as inactive or inconclusive. An excerpt; count on the stated rates, not on these rows.
SMILES,TRHR agonist,RXFP1 antag,D1 PAM,D1 antag,TRHR enhancer,D2 PAM,RXFP1 ag,D1 ag,Anesthetic bind
Cc1ccc(NC(=O)COC(=O)c2cc(=O)c3ccccc3o2)cc1F,-0.7,-4,-1,8,-9,15,1.6%,0,nt
Cc1c(Br)c([N+](=O)[O-])nn1CCCC(=O)Nc1sc2c(c1C(N)=O)CCC(C)C2 (configuration not stated),0.0,-6,7,4,0,nt,2.8%,-2,-11%
CCOCC(=O)Nc1cc(C(=O)Nc2cc(C)cc(C)c2)ccc1Cl,0.1,nt,-2,-2,-3,4,-0.1%,1,-3%
Cc1c(C)c(C)c(S(=O)(=O)Nc2ccc3[nH]c(=O)[nH]c3c2)c(C)c1C,0.7,-6,-1,-8,1,8,-2.2%,5,-5%
CCOc1ccc(-n2c(SCC(=O)c3c(N)n(C)c(=O)n(C)c3=O)nnc2-c2cccnc2)cc1,0.2,-3,3,8,0,-4,9.8%,5,-10%
O=c1oc2ccccc2c(O)c1CN1CCCCC1,0.3,-25,-2,-8,-2,nt,-0.2%,1,-16%
CCOc1ccc(CCNC(=O)CN2CCN(Cc3ccc(F)cc3Cl)C2=O)cc1OCC,-0.9,nt,7,22,12,12,2.6%,0,-13%
CCc1ccc(N(CC)C(=O)c2ccc3c(=O)n4c(nc3c2)CCCCC4)cc1,0.0,-4,-4,-2,-6,6,0.5%,13,-5%
CC(C)(C)c1cc(-c2ccccc2)no1,0.3,-8,-4,9,-1,-11,-1.3%,8,9%
CC(C)Oc1ccc(C(CC(=O)O)NC(=O)Cc2ccccc2)cc1 (configuration not stated),0.2,0,-4,5,0,13,0.0%,1,1%
COc1ccc(Cc2[nH]n3c(=O)cc(C(C)C)nc3c2-c2ccccc2)cc1,0.5,-15,-3,-21,3,-8,6.3%,9,-4%
CC(C)COP(=O)(c1ccc(N(C)C)cc1)C(Nc1ccccc1)c1ccccc1 (configuration not stated),0.6,-7,-5,2,22,nt,2.9%,2,-8%
O=C(NN1C(=O)/C(=C/c2cccs2)SC1=S)c1cccnc1,0.5,13,2,-29,-1,1,2.3%,4,-17%
Cc1ccc(Cn2c(SCC(=O)NCc3ccc(Cl)cc3)nc3ccsc3c2=O)cc1,1.2,nt,1,-1,1,-7,?,3,4%
Cc1nc2nc(SCc3ccccc3)nn2c(C)c1C,-0.3,-1,-3,-17,-1,-4,4.9%,2,nt
Cc1cc(C(=O)N/N=C/c2ccccn2)n[nH]1,0.3,-2,-6,-48*,-1,-3,0.3%,1,-3%
Cc1ccc2c(=O)cc(C(=O)Nc3ccc(S(=O)(=O)N4CCCC(C)C4)cc3)oc2c1C (configuration not stated),-0.1,-6,0,5,4,8,18%,0,-13%
COC(C/C=C/[C@H](O)COCc1ccccc1)OC,0.6,nt,-2,6,-1,3,6.0%,6,-11%
COc1cccc(/C(O)=C2/C(=O)C(=O)N(CCN3CCOCC3)C2c2cccs2)c1 (configuration not stated),0.3,8,2,5,12,4,3.5%,1,-13%
CCOC(=O)c1cc(-c2csc(-c3ccc(C(F)(F)F)cc3)n2)on1,1.7,-2,-9,-10,-4,-6,0.0%,5,-9%
Cc1nc2c(C)cccn2c(=O)c1NC(=O)c1ccc2c(c1)OCO2,-0.3,10,0,-3,13,5,3.0%,2,nt
Cc1cc(NCCCN2CCOCC2)n2c(nc3ccccc32)c1C#N,0.4,5,3,0,-2,-9,11%,1,748%[activator]
COC(=O)C(Cc1ccc(OC(=O)c2ccccc2C)cc1)N1Cc2ccccc2C1=O (configuration not stated),1.3,-17,-3,0,2,4,1.0%,9,5%
O=C(NCCCn1ccnc1)C(=O)NCC1OCCCN1S(=O)(=O)c1ccc(F)cc1 (configuration not stated),0.4,1,0,-3,3,6,-0.9%,3,-5%
COc1ccccc1N1CCN(C(=O)C2CC=CCC2C(=O)O)CC1 (configuration not stated),0.5,-12,3,2,3,-28,2.7%,4,6%
CC(=O)NC(CC(=O)OC(C)C(=O)Nc1ncc(Cl)cc1Cl)c1ccccc1 (configuration not stated),0.3,1,4,10,-5,0,-1.3%,3,-1%
Cc1ccc(-c2ccnc(=S)[nH]2)cc1,0.0,32,1,8,-1,7,-1.4%,1,-4%
O=C(NCc1ccc(Cl)cc1)C1CCC(=O)N(C2CC2)C1 (configuration not stated),-0.1,7,-4,-2,1,-1,-0.7%,3,12%
Cc1ccccc1Nc1nnc(SCc2cc([N+](=O)[O-])cc3c2OCOC3)s1,-0.4,0,-1,-1,-10,5,1.9%,2,?
Cc1ccccc1C(=O)N1CCC(C(=O)NC(C)c2ccc(-n3ccnc3)cc2)CC1 (configuration not stated),0.4,5,-5,19,0,0,1.3%,2,-4%
COCCn1c(-c2ccc(OC)cc2)cnc1SCC(=O)Nc1cc(C)on1,-0.4,-2,-9,-13,-1,-7,0.0%,9,-11%
COCc1c(C#N)c(NCCc2ccc(F)cc2)nc(C)c1[N+](=O)[O-],0.0,-5,-7,-22,-2,1,-0.1%,7,?
Cc1ccc[n+](CC2OCc3ccccc3CO2)c1,3.0,-33,-2,-11,-7,1,-0.8%,3,-4%
COc1ccc(CCn2c(=N)c(C(=O)NCC3CCCO3)cc3c(=O)n4cccc(C)c4nc32)cc1 (configuration not stated),1.7,-1,-2,3,3,-2,18µM*,2,-2%
Cn1c(SCc2ccccc2)nnc1-c1c[nH]c2ccccc12,0.0,-4,2,-12,2,7,-0.6%,3,1%
COc1ccccc1NC(=O)/C(=C\c1cccs1)NC(=O)c1ccco1,0.2,-10,-1,6,7,3,0.0%,1,-5%
Nc1nccnc1C(=O)OCC(=O)NCCc1ccc(S(N)(=O)=O)cc1,1.1,-11,-8,-12,3,0,1.4%,2,nt
CCn1c(COc2ccccc2C)nnc1SCC(=O)Nc1ccc2c(c1)OCCO2,-0.5,-20,-9,5,-1,-3,1.2%,-1,-13%
COc1ccccc1Cn1cc(C(=O)c2ccc(C)cc2)c(=O)c2cc(F)cc(F)c21,-0.2,0,2,7,2,1,8.4%,-1,-2%
CN(C)c1nc(Oc2ccc(=O)n(C)n2)nc(N2CCOCC2)n1,1.7,-5,-1,-14,7,5,1.8%,1,1%
CC(C)CNC(=O)c1coc(=O)c(Br)c1,0.3,-9,-2,nt,-3,-8,1.2%,0,-11%
COCCN1C(=O)c2ccccc2C(C(=O)N2CCN(c3ccccc3)CC2)C1c1ccc(F)cc1 (configuration not stated),0.0,6,-5,2,0,-3,-1.1%,2,-13%
C=CCOc1ccc(/C=C/C(=O)OCC(=O)NCC2CCCCC2)cc1,0.6,-16,-11,-20,-9,14,1.1%,7,nt
CCC(C)C(=O)Nc1nc(C)c(-c2csc(Nc3cc(Cl)ccc3OC)n2)s1 (configuration not stated),-0.1,nt,-4,0,0,3,1.1%,3,-13%
COc1ccc(NC2CCCN(C(=O)CN3C(=O)c4ccccc4C3=O)C2)cc1OC (configuration not stated),0.2,-6,-5,-2,1,3,-0.8%,4,5%
COc1cccc(C(=O)N(CN2CCCC2=O)c2cccc(Cl)c2)c1,-0.2,5,-2,6,9,2,0.7%,-2,-5%
CCCCNC(=O)C1CC(=O)N(C2CCCC2)C1 (configuration not stated),0.6,-7,-1,11,3,-11,1.8%,2,3%
O=C(NNC(=O)C1CCN(S(=O)(=O)c2ccc(Cl)cc2)CC1)c1ccccc1O,0.1,nt,-19,-27,-2,15,-2.0%,1,nt
CS(=O)(=O)c1ccc(C(=O)OCC(=O)Nc2cccc(S(=O)(=O)N3CCCC3)c2)cc1,0.1,-4,-7,-6,-1,8,0.2%,3,nt
CCOC(=O)Nc1sc(C)c(C)c1C(=O)OCC,0.1,-2,-5,11,-14,-5,0.4%,1,8%
CCC(=O)Nc1ccc(Oc2ccc3c(c2)C(=O)NC3=O)cc1,0.1,2,7,-3,-1,-1,1.2%,2,-4%
Cc1noc(C)c1COc1ccccc1C(=O)NNC(=O)c1ccccc1,0.3,3,-4,-10,4,-4,1.4%,0,nt
Cc1ccc(C(=O)Nc2ccccc2N2CCCCC2)cc1,0.6,-29,-6,4,3,1,0.0%,1,-4%

# An excerpt from above in order of SMILES length, descending.
SMILES,TRHR agonist,RXFP1 antag,D1 PAM,D1 antag,TRHR enhancer,D2 PAM,RXFP1 ag,D1 ag,Anesthetic bind
CS(=O)(=O)c1ccc(C(=O)OCC(=O)Nc2cccc(S(=O)(=O)N3CCCC3)c2)cc1,0.1,-4,-7,-6,-1,8,0.2%,3,nt
COCCN1C(=O)c2ccccc2C(C(=O)N2CCN(c3ccccc3)CC2)C1c1ccc(F)cc1 (configuration not stated),0.0,6,-5,2,0,-3,-1.1%,2,-13%
COc1ccccc1Cn1cc(C(=O)c2ccc(C)cc2)c(=O)c2cc(F)cc(F)c21,-0.2,0,2,7,2,1,8.4%,-1,-2%
O=C(NNC(=O)C1CCN(S(=O)(=O)c2ccc(Cl)cc2)CC1)c1ccccc1O,0.1,nt,-19,-27,-2,15,-2.0%,1,nt
COc1ccc(NC2CCCN(C(=O)CN3C(=O)c4ccccc4C3=O)C2)cc1OC (configuration not stated),0.2,-6,-5,-2,1,3,-0.8%,4,5%
CCC(C)C(=O)Nc1nc(C)c(-c2csc(Nc3cc(Cl)ccc3OC)n2)s1 (configuration not stated),-0.1,nt,-4,0,0,3,1.1%,3,-13%
CCn1c(COc2ccccc2C)nnc1SCC(=O)Nc1ccc2c(c1)OCCO2,-0.5,-20,-9,5,-1,-3,1.2%,-1,-13%
COc1cccc(C(=O)N(CN2CCCC2=O)c2cccc(Cl)c2)c1,-0.2,5,-2,6,9,2,0.7%,-2,-5%
CN(C)c1nc(Oc2ccc(=O)n(C)n2)nc(N2CCOCC2)n1,1.7,-5,-1,-14,7,5,1.8%,1,1%
CCC(=O)Nc1ccc(Oc2ccc3c(c2)C(=O)NC3=O)cc1,0.1,2,7,-3,-1,-1,1.2%,2,-4%
Cc1ccc(C(=O)Nc2ccccc2N2CCCCC2)cc1,0.6,-29,-6,4,3,1,0.0%,1,-4%
CCCCNC(=O)C1CC(=O)N(C2CCCC2)C1 (configuration not stated),0.6,-7,-1,11,3,-11,1.8%,2,3%
CC(C)CNC(=O)c1coc(=O)c(Br)c1,0.3,-9,-2,nt,-3,-8,1.2%,0,-11%
